Screens deposited in PubChem by The Scripps Research Institute Molecular Screening Center.
OXTR potentiator = potentiates the human oxytocin receptor response; P30559; CHO-OTR cells, Fluo-8 calcium fluorescence, potentiator mode; 0% = oxytocin EC15, 100% = EC100; activation, % at 3 µM; 320,000 tested, 0.061% active;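 active = activation above that plate's cutoff, the mean activation of tested compounds plus 3 SD, cut at about 6.6% in these data, passing the limit was not always enough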;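 note: 100% uses oxytocin at 75 nM as the full agonist control; some results filed as inactive read as strong as hits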
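test system = CHO-OTR cells, human receptor | compound = single-point 3.0 µM | schedule = 6 min compound pre-incubation at room temperature, 100 s kinetic read | signal = Fluo-8 no-wash calcium dye fluorescence, excitation 470-495 nm, emission 515-575 nm | repeats = single well per compound, singlicate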
CHRM1 PAM = human CHRM1 positive allosteric modulation; P11229; CHO-K1 hM1, Fluo-8 calcium fluorescence, ACh EC20; 0% = ACh EC20, 100% = maximal ACh; activation, % at 3 µM; 360,000 tested, 0.088% active; AID 588819; in the data active = activation above about 19%, passing the limit was not always enough
Target sequence (P11229 whole entry, looked up): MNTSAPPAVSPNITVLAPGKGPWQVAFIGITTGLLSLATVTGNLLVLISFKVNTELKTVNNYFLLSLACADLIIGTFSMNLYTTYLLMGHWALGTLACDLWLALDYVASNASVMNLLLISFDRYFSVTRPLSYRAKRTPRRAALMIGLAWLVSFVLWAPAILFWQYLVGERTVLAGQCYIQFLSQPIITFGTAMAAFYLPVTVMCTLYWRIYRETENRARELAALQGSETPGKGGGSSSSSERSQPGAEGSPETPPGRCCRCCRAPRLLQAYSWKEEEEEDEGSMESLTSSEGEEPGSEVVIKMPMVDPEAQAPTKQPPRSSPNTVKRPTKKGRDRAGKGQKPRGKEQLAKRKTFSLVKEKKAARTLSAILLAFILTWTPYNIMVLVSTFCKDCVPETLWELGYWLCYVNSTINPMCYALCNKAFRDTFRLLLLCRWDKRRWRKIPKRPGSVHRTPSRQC
OXTR agonist = activates the human oxytocin receptor; CHO-OTR cells, Fluo-8 calcium fluorescence; normalized: DMSO 0%, oxytocin 100%; AID 2435; 320,000 tested, 0.32% active; activation, % at 3 µM; P30559;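 active = activation above the mean of all tested compounds plus 3 SD, cutoff set per screening run, cut at about 20% in these data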;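 note: peak over basal fluorescence ratio from a 100 s FLIPR kinetic read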
V1aR counter = V1a receptor agonism, counter-screen for OXTR agonists | 320,000 tested, 0.25% active | CHO-V1R cells, Fluo-8 calcium fluorescence, agonist mode; 0% DMSO, 100% 3 nM vasopressin | activation, % at 3 µM | P37288;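 active = activation above the mean activation of all tested compounds plus 3 SD, per screening run, cut at about 20% in these data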;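 note: signal is peak over basal fluorescence ratio across a 100 second FLIPR read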
Target sequence (P37288 whole entry, looked up): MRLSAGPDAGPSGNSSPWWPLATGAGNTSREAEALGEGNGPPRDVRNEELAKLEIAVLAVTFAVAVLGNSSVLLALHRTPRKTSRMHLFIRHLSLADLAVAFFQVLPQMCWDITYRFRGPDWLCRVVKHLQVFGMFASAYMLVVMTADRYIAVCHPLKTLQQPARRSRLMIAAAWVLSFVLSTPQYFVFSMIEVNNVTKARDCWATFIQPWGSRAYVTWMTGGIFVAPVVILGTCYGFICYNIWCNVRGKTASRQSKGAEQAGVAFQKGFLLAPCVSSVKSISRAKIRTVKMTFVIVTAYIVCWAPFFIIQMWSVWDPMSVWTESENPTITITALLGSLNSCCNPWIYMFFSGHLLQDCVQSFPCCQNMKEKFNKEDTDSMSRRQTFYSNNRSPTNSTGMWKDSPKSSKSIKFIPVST
M1 ag = activates human CHRM1 receptor. CHO-K1 hM1, Fluo-8 calcium fluorescence, agonist mode; 0% DMSO, 100% acetylcholine EC100. P11229. AID 588814. activation, % at 3 µM. 360,000 tested, 0.33% active;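 active = activation above the run's mean compound activation plus 3 SD, cut at about 16% in these data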;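 note: peak over basal fluorescence ratio within a 140 s kinetic read after compound addition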
TAAR1 agonist = agonists of human TAAR1; Q96RJ0; CHO RD-HGA16 TAAR1, Fluo-8 calcium fluorescence; vehicle wells 0%, saturating PEA agonist 100%; activation, % at 3 µM; 360,000 tested, 0.99% active;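 active = activation above the mean activation of all test compounds in the run plus 3 SD, cut at about 38% in these data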
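Repeats: no replicates (n 1) | Material: CHO-derived RD-HGA16 cells with stable Gα16 and human TAAR1 | Technique: Kinetic Fluo-8 calcium fluorescence | Schedule: 17-24 h seeding, 75 min 37 °C dye, 30 min RT | Evaluation: % activation from peak over basal fluorescence ratio, DMSO-to-PEA scaled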
TAAR1 antagonist = human TAAR1 antagonism | 360,000 tested, 1.5% active | inhibition, % at 3 µM | Q96RJ0 | CHO RD-HGA16 TAAR1, Fluo-8 calcium fluorescence, antagonist;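 active = inhibition above a per-plate cutoff, the mean inhibition of test compounds on that plate plus 3 SD, cut at about 49% in these data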;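 note: 0% = DMSO plus EC80 beta-PEA response and 100% = DMSO alone without agonist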
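System: RD-HGA16 CHO cells with stable hTAAR1 and Gα16 | Probe or stimulus: EC80 β-phenethylamine stimulus | Dosing: 3 µM, single point | Times: Dye loading 75 min at 37 °C, then 30 min room temperature | Measured by: Fluo-8 calcium-sensitive fluorescence | Read-out basis: % inhibition of agonist calcium response | Replicates: n of 1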
M1 antag = blocks human M1 muscarinic receptor; CHO-K1 hM1, Fluo-8 calcium fluorescence, ACh EC80 antagonist; inhibition, % at 3 µM; 360,000 tested, 1.3% active; AID 588852;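 active = percent inhibition above its own plate's cutoff, namely the mean of that plate's compound wells plus 3 SD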;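 note: peak over basal fluorescence ratio during 140 s after agonist addition; 0% = ACh EC80 plus DMSO and 100% = DMSO alone without agonist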
CHO parental Ca = counter-screen for OX1R antagonists: effect in parental CHO cells | 330,000 tested, 0.63% active | inhibition, % at 5.6 µM | parental CHO-K1, ATP-induced calcium, Fluo-8 fluorescence;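 active = inhibition above that plate's mean sample inhibition plus 3 SD, cut at about 26% in these data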;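 note: 0% = ATP-challenged DMSO wells and 100% = DMSO wells without ATP; some compounds past the cut are filed as inactive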
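Test system: parental CHO cells; detection: calcium-sensitive Fluo-8 fluorescence; evaluation: percent inhibition of calcium signal; also added: ATP as calcium-mobilizing challenge; repeats: one well per compound; control set: ATP-challenged DMSO wells low, unchallenged DMSO wells high; compound: single nominal dose of 5.6 µM per compound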
* hit, by the source's call; x = not tested or not shown.

SMILES	OXTR potentiator	CHRM1 PAM	OXTR agonist	V1aR counter	M1 ag	TAAR1 agonist	TAAR1 antagonist	M1 antag	CHO parental Ca
O=C(CSc1ccc2nnc(CCNC(=O)c3ccccc3)n2n1)Nc1ccccc1F	0.0	8.7	0.6	0.3	-1.4	3.4	-26.4	-14.9	-12.2
CCCn1c2c(c(=N)c3c1CCC3)CCC2	0.8	2.0	0.4	0.1	-4.9	11.2	1.9	-1.2	-4.4
C=CCn1c(SCC(=O)O)nnc1-c1ccc(C(C)(C)C)cc1	-7.5	7.1	3.2	1.6	0.9	4.3	0.1	-34.1	-5.3
O=C(NCCc1cnc[nH]1)c1cccs1	-1.2	13.1	1.0	0.5	-7.5	4.8	-6.2	-21.8	3.7
CC(=C1C(=O)c2ccccc2C1=O)N1CCC(C(N)=O)(N2CCCCC2)CC1	5.6	9.3	-1.6	-1.4	-5.9	9.5	8.0	-7.7	-12.7
COc1ccccc1-c1nnc2sc(COc3ccccc3)nn12	-3.9	4.2	-0.3	-0.2	-4.8	23.1	-0.5	-3.6	-5.1
Nc1cc(C(=O)O)ccc1Nc1ccccc1	-2.1	12.2	1.2	1.5	-1.0	11.4	3.3	-10.1	-3.5
CC1(c2ccc(OC(F)F)cc2)NC(=O)N(/N=C/c2c(O)ccc3ccccc23)C1=O (stereo not drawn)	-10.0	6.6	17.5	15.3	-6.5	63.8*	53.5*	5.4	6.2
CCn1c(SCc2nc3scc(-c4ccccc4)c3c(=O)[nH]2)nnc1-c1ccc(Cl)cc1	-9.8	-0.8	-0.8	0.8	1.4	2.2	0.1	5.9	-11.9
O=C(NCc1ccc(Cl)cc1)C1CCC(CNc2c(N3CCOCC3)c(=O)c2=O)CC1 (stereo not drawn)	-2.8	9.1	-0.7	0.1	-3.5	3.2	-18.5	-10.4	11.4
O=C1[C@H]2[C@@H](/C=C/c3ccccc3)N3C(=O)CN(Cc4ccccn4)C(=O)[C@@]3(Cc3ccccc3)[C@H]2C(=O)N1c1ccccc1	0.4	-11.4	-0.4	-0.4	-4.6	23.4	69.7*	20.7	-18.0
Cc1ccc(SCc2cc(=O)[nH]c(/N=C(\N)Nc3ccc(C)c(C)c3)n2)cc1	-2.1	-3.4	1.0	0.4	-4.7	x	x	8.3	-4.5
CCN(C(=O)COC(=O)/C=C/c1ccccc1[N+](=O)[O-])C1CCS(=O)(=O)C1 (stereo not drawn)	-4.2	3.2	-0.1	-0.2	-4.9	0.2	-4.4	-3.6	13.5
CCOCCCNC(=O)c1ccc2c(c1)N(CC)C(=O)c1ccccc1S2=O (stereo not drawn)	-1.9	4.7	-0.3	1.3	-8.1	8.6	-9.4	-4.2	-11.2
Cc1ccc2[nH]c(C(=O)N/N=C/c3ccc([N+](=O)[O-])cc3)c(C)c2c1	x	8.6	x	x	-1.4	1.1	-11.4	-2.9	x
COCCN1CCN(C(=O)c2ccc3oc(CCc4ccccc4)nc3c2)CC1	0.9	-1.5	1.5	1.0	-4.2	3.3	-18.5	14.1	-6.4
O=C(O)c1ccc(COc2ccc([N+](=O)[O-])cc2)o1	1.1	8.6	0.4	0.5	0.8	-1.2	10.0	-2.0	0.2
CCc1c(C)nc(SCC(=O)Nc2nc(-c3ccc(OC)cc3)cs2)[nH]c1=O	-25.6	3.2	5.8	7.9	-2.5	2.8	-20.9	5.0	9.8
Cc1nc2c(ccc3nc(NC(=O)C4CC4)sc32)s1	-8.2	1.6	-1.3	0.0	-5.5	0.1	-0.2	16.4	-3.6
O=C(NCCCn1ccnc1)c1cccc(Cl)c1	-8.0	6.6	2.0	0.4	-5.0	-0.5	6.6	-5.8	-7.7
COc1ccc(CCC(=O)N2c3ccccc3CC2C)cc1 (stereo not drawn)	-5.0	6.1	-1.3	-1.1	-6.0	9.0	11.8	-18.2	-15.1
CC(C)(C)OC(=O)N1CCC(NC(=O)c2[nH]c(C(F)(F)F)nc2-c2ccccc2)CC1	x	5.1	x	x	-4.3	1.2	0.5	-27.8	x
Cc1cc(C)c2nc(NNC(=O)c3ccc(S(=O)(=O)N4CCc5ccccc5C4)cc3)sc2c1	-2.3	-2.7	1.4	0.5	-1.9	2.3	0.1	-0.3	-12.0
O=S(=O)(c1ccc2ccccc2c1)N1CCN(S(=O)(=O)c2c(F)cccc2F)CC1	-1.1	18.2	-1.5	-0.2	-4.2	-1.6	12.5	10.4	-5.7
O=C1C=C(NNC(=O)c2ccncc2)CC(c2ccccc2)C1 (stereo not drawn)	-13.7	-4.4	7.0	11.7	-6.2	8.3	-6.4	0.1	14.8

Following part:
SMILES	OXTR potentiator	CHRM1 PAM	OXTR agonist	V1aR counter	M1 ag	TAAR1 agonist	TAAR1 antagonist	M1 antag	CHO parental Ca
COc1ccc(S(=O)(=O)N2CCOCC2)cc1NC(=O)CSc1nnc2n1CCCCC2	-3.4	7.1	3.6	1.1	-3.6	4.8	-37.1	-7.7	-4.1
Cc1ccc(NC(=O)c2cccnc2C(=O)Nc2ccc(C)cc2)cc1	-1.0	1.2	-2.0	-0.4	-7.5	2.5	2.6	5.7	-20.2
CC(=O)OCC(=O)Nc1c(C)cccc1C	-8.6	10.5	1.3	-0.3	-1.1	2.4	4.4	-12.7	2.2
O=CNCC(=O)NCCc1ccc(Cl)cc1	0.5	-1.1	0.0	3.1	-4.9	5.2	-23.3	3.2	2.4
C/C(=N/NC(N)=S)c1ccccc1[N+](=O)[O-]	-10.8	5.9	0.5	0.1	-2.4	1.2	11.1	-29.6	-7.7
O=C(CN1C(=O)COc2ccc(Cl)cc21)Nc1nccs1	5.7	1.6	3.1	1.6	-3.6	11.2	-9.2	-2.3	-9.3
CCc1ccc(NC(=O)CSc2nnc(CC)c(CC)n2)cc1	-2.6	13.9	1.0	1.0	-5.4	6.6	23.2	-17.0	-0.9
Cc1cc(=O)[nH]c(SCCOc2ccc(OC(C)C)cc2)n1	-12.3	3.4	-0.2	-0.6	-3.5	9.8	2.4	-4.3	-8.4
O=C(CSc1nnc(C2CC2)n1-c1ccccc1)N1CCNC1=O	-6.4	4.5	0.9	0.1	-4.4	0.2	-4.3	4.2	-9.8
CC1(C)CN(C2CCCCC2)C(=O)[C@H]1CC(=O)Nc1ccc(Br)cc1	x	1.6	x	x	-7.3	1.7	3.0	-5.6	x
O=C(O)CC(c1cccc([N+](=O)[O-])c1)N1Cc2ccccc2C1=O (stereo not drawn)	-2.9	8.5	0.8	0.6	-4.4	7.1	0.5	-9.0	3.7
C=CCn1c(C)c(/C=C/c2cc[n+](C)cc2)c2ccccc21	-14.7	1.1	6.7	25.2*	-4.0	8.6	-17.6	-11.1	16.1
CC(=O)Nc1ccc(S(=O)(=O)N2CCN(c3cc(C(F)(F)F)ccn3)CC2)cc1	-11.6	10.7	4.6	2.4	-0.9	5.2	6.1	-19.6	3.0
CC(C)C(C(=O)NC1CCCCC1)N(CC1CCCO1)C(=O)CNS(=O)(=O)c1ccc(F)cc1 (stereo not drawn)	-2.3	1.6	-1.6	-0.9	-4.2	5.9	-14.7	-5.2	-26.2
Cc1ccc(C(=O)CCS(=O)(=O)c2ccc(Cl)cc2)cc1	-6.6	-4.8	0.8	3.1	-2.9	25.8	3.0	7.1	6.6
CC(C)C(=O)Nc1ccccc1C(=O)N/N=C/c1ccc([N+](=O)[O-])cc1	-7.4	6.7	1.6	2.6	0.3	10.1	18.3	-6.0	-19.2
COc1ccccc1N1CCN(Cc2nc(N)nc(Nc3ccc(C)c(Cl)c3)n2)CC1	-10.8	0.8	-2.4	1.1	-2.8	16.6	18.1	0.7	-16.4
Cn1nnc(NC(=S)NC(=O)c2cc3ccccc3o2)n1	-2.1	6.6	1.7	0.2	-3.3	1.8	-6.2	-11.1	-8.0
O=C(CCc1c[nH]c2ccccc12)OCC(=O)c1ccccc1	x	5.1	x	x	-4.3	-1.4	-10.7	-9.9	x
C/C(CC(=O)Nc1ccc2c(c1)OCO2)=N\NC(=O)C(c1ccccc1)c1ccccc1	-8.2	2.7	-2.8	1.1	-7.0	1.1	-23.4	4.7	-25.0
O=C(NCC(c1cccs1)N1CCOCC1)c1cccnc1 (stereo not drawn)	1.9	2.4	-0.4	0.3	-1.1	x	x	1.6	3.3
CN(C)c1ccc(C(=S)N2CCNCC2)cc1	0.0	0.4	-0.2	-0.2	-4.9	1.0	-4.2	-1.2	-0.4
C[C@@H]1CN(C(=O)c2nc3ccc(Cl)cn3c2CN(C)CCc2cnn(C)c2)C[C@H](C)O1	0.1	-1.6	0.3	-0.2	1.6	-0.2	-15.5	5.6	10.7
CCOC(=O)CC/C(C)=N\N=C1\SC(CC(=O)O)C(=O)N1c1ccccc1 (stereo not drawn)	-6.9	3.1	-0.9	0.1	-4.8	0.1	-8.6	-5.7	-2.1
CS(=O)(=O)NCc1ccc(C(=O)NCc2ccccc2)cc1	-3.8	11.1	-0.7	0.3	-5.8	0.4	-4.9	-13.4	-5.6
COc1ccc(C(C)=O)cc1COc1ncnc2ccccc12	3.5	5.6	0.9	0.7	-6.7	-0.8	-17.9	-3.8	-15.1
O=c1[nH]c2ccccc2cc1CN(Cc1cccnc1)S(=O)(=O)c1ccc([N+](=O)[O-])cc1	-6.3	-4.4	-0.9	-0.5	-2.3	10.2	19.0	2.7	-28.2
Cn1c(N)c(C(=O)COC(=O)Cc2ccc(Cl)c(Cl)c2)c(=O)n(C)c1=O	-7.3	5.5	5.3	3.4	-3.5	6.1	0.2	-9.0	-18.2
CS(=O)(=O)N1CCC(Oc2ccccc2C(=O)NCCCc2cccnc2)CC1	-2.9	-2.4	-0.6	0.2	-3.7	0.8	-9.3	10.9	-21.0
CCOc1ccc(N(CC(=O)Nc2cccnc2)S(C)(=O)=O)cc1	-1.5	4.7	0.2	0.3	-10.3	6.7	5.4	6.3	-15.9

Two of the compounds above, as comma-separated lines.
Compound,OXTR potentiator,CHRM1 PAM,OXTR agonist,V1aR counter,M1 ag,TAAR1 agonist,TAAR1 antagonist,M1 antag,CHO parental Ca
O=S(=O)(c1ccc2ccccc2c1)N1CCN(S(=O)(=O)c2c(F)cccc2F)CC1,-1.1,18.2,-1.5,-0.2,-4.2,-1.6,12.5,10.4,-5.7
O=C1C=C(NNC(=O)c2ccncc2)CC(c2ccccc2)C1 (stereo not drawn),-13.7,-4.4,7.0,11.7,-6.2,8.3,-6.4,0.1,14.8

Look-ups from the results shown.
TAAR1 agonist result of O=C(CCc1c[nH]c2ccccc12)OCC(=O)c1ccccc1 : -1.4
TAAR1 antagonist result of Cc1ccc(C(=O)CCS(=O)(=O)c2ccc(Cl)cc2)cc1 : 3.0
M1 ag result of CC(=O)OCC(=O)Nc1c(C)cccc1C : -1.1
OXTR agonist result of CN(C)c1ccc(C(=S)N2CCNCC2)cc1 : -0.2
